TcdB inh – TcdB glycohydrolase inhibitors, primary screen, biochemical, single point, plate reader. AID 652162, 2013. TcdB glycohydrolase enzymatic assay. 0.24% of 350,000 active. inhibition, % at 9.99 µM; in the data active = inhibition above about 10%
An asterisk follows results filed as active; & = joins results of further samples. Not all compounds are listed, so the mix of outcomes need not match the whole.

SMILES | TcdB inh
C[C@H](CO)N1C[C@H](C)[C@@H](CN(C)S(=O)(=O)c2ccc(C(F)(F)F)cc2)OCc2ccccc2-c2c(n(C)c3ccccc23)C1=O | 0.7
COCC#Cc1ccc([C@@H]2[C@@H](CO)N3C(=O)CN(C(=O)C4CC4)C[C@H]23)cc1 | -0.7
COCCN1Cc2cc(C(=O)OC)c3c(c2C1=O)c1cc(F)ccc1n3S(=O)(=O)c1ccc(C)cc1 | 1.4
COc1ccc(C2=Nc3ccccc3N(C(=O)c3ccc(C(F)(F)F)cc3)C2C(=O)Nc2ccc3c(c2)OCCO3)cc1 (centres undefined) | 0.6
CN1C(=O)c2cc(NC(=O)c3cnccn3)ccc2OC[C@@H]2O[C@H](CC(=O)NCC3CC3)CC[C@@H]21 | 0.2
CN(C)C(=O)c1cccc(-c2ccccc2[C@@H]2[C@@H](C#N)N(C(=O)C3CCCC3)[C@H]2CO)c1 | 1.0
COC(=O)C1=C(C)N(Cc2ccc(C(F)(F)F)cc2)C(=NCc2ccc(OC)cc2)NC1c1cccc(Cl)c1 (centres undefined) | 0.1
COCCN=C1Sc2ccccc2[C@@H]2C[C@H]3[C@H](CON3C)CN12 | 0.7
COC(=O)c1cn(-c2nc3ccccc3s2)nn1 | 2.4
Cc1nc(NC(=O)c2ccccc2)sc1-c1cc(C(=O)NCCO)nn1Cc1ccccc1 | 0.4
O=C(Nc1ccc2ccccc2c1)C(c1ccccc1)n1c(=O)c(-c2cc3ccccc3[nH]2)nc2ccccc21 (centres undefined) | 0.2
C[C@@H]1COc2cccc(N3CCC[C@H]3CO)c2S(=O)(=O)N1 | 1.0
C[C@@H]1CN([C@@H](C)CO)C(=O)c2ccccc2-c2ccccc2CO[C@@H]1CN(C)Cc1cccc(C(F)(F)F)c1 | -11.3
COCC(=O)N1CCC2(CC1)CN(Cc1cc(F)ccc1F)[C@H](CO)c1c2c2ccc(OC)cc2n1C | 0.1
COc1cc2c(cc1OC)[C@@]1(c3ccccc3)CCCC[C@H]1[C@@H]2NC(=O)C(F)(F)F | 2.3
CCCN1C[C@@H](C)[C@@H](OC)CN(C)C(=O)c2cc(NC(=O)CC(F)(F)F)ccc2OC[C@@H]1C | -2.5
COC(=O)C[C@H]1CC[C@@H](NC(=O)Nc2ccc3c(c2)OCO3)[C@@H](CO)O1 | 0.3
O=C(C=Cc1ccc(OCc2ccccc2)cc1)c1c(F)cccc1F | 1.1
O=C(NCc1ccc(F)cc1F)[C@@H]1CCCN1C(=O)[C@@H]1CCCN1C(=O)c1cccc(Cl)c1 | 1.1
COc1ccc(NC(=O)C2c3ccccc3OCC(=O)N2Cc2ccc3c(c2)OCO3)cc1 (centres undefined) | -0.2
CC(C)NC(=O)Nc1cccc2c1O[C@H](CN(C)Cc1ccc3c(c1)OCO3)[C@@H](C)CN([C@@H](C)CO)C2=O | -0.8
COC(=O)c1ccc2nc(-c3ccc(C#N)cc3)c(Cc3ccsc3)n2c1 | 1.3
CN(C)C(=O)c1cccc(-c2ccc([C@@H]3[C@@H](CO)N4C(=O)CN(C(=O)Cc5ccccc5)C[C@@H]34)cc2)c1 | 0.7
COc1ccc(CN(C)C[C@@H]2OCc3cn(nn3)CCCC(=O)N([C@@H](C)CO)C[C@@H]2C)cc1 | -4.1
COc1cccc(C(=O)N[C@H](C(=O)N2CCC[C@H]2C(=O)NCCc2ccccc2Cl)C(C)C)c1 | 1.7

Nothing new here: an excerpt of the list.
SMILES | TcdB inh
C[C@@H]1CN([C@@H](C)CO)C(=O)c2ccccc2-c2ccccc2CO[C@@H]1CN(C)Cc1cccc(C(F)(F)F)c1 | -11.3
COCC(=O)N1CCC2(CC1)CN(Cc1cc(F)ccc1F)[C@H](CO)c1c2c2ccc(OC)cc2n1C | 0.1
COc1cc2c(cc1OC)[C@@]1(c3ccccc3)CCCC[C@H]1[C@@H]2NC(=O)C(F)(F)F | 2.3
CCCN1C[C@@H](C)[C@@H](OC)CN(C)C(=O)c2cc(NC(=O)CC(F)(F)F)ccc2OC[C@@H]1C | -2.5
COC(=O)C[C@H]1CC[C@@H](NC(=O)Nc2ccc3c(c2)OCO3)[C@@H](CO)O1 | 0.3
O=C(C=Cc1ccc(OCc2ccccc2)cc1)c1c(F)cccc1F | 1.1
O=C(NCc1ccc(F)cc1F)[C@@H]1CCCN1C(=O)[C@@H]1CCCN1C(=O)c1cccc(Cl)c1 | 1.1
COc1ccc(NC(=O)C2c3ccccc3OCC(=O)N2Cc2ccc3c(c2)OCO3)cc1 (centres undefined) | -0.2
CC(C)NC(=O)Nc1cccc2c1O[C@H](CN(C)Cc1ccc3c(c1)OCO3)[C@@H](C)CN([C@@H](C)CO)C2=O | -0.8
COC(=O)c1ccc2nc(-c3ccc(C#N)cc3)c(Cc3ccsc3)n2c1 | 1.3
CN(C)C(=O)c1cccc(-c2ccc([C@@H]3[C@@H](CO)N4C(=O)CN(C(=O)Cc5ccccc5)C[C@@H]34)cc2)c1 | 0.7
COc1ccc(CN(C)C[C@@H]2OCc3cn(nn3)CCCC(=O)N([C@@H](C)CO)C[C@@H]2C)cc1 | -4.1
COc1cccc(C(=O)N[C@H](C(=O)N2CCC[C@H]2C(=O)NCCc2ccccc2Cl)C(C)C)c1 | 1.7

(further entries)
SMILES | TcdB inh
COc1cccc(S(=O)(=O)N2[C@@H]3CNC[C@H]2C3c2ccc(-c3cccc(C(=O)N(C)C)c3)cc2)c1 (some centres undefined) | -2.2&1.0
CC1(C)CC(=O)C=C(c2ccccc2-c2ccc3c(c2)OCO3)C1=O | 2.9
Cc1[nH]nc2c1C(c1ccc3c(c1)OCO3)N(Cc1ccccc1)C2=O (centres undefined) | 2.0
CN(C)CC#Cc1ccc([C@@H]2[C@@H](CO)N3C(=O)CN(C(=O)c4ccc(F)cc4)C[C@H]23)cc1 | -0.2
COCC(=O)N1CC2(C1)[C@H](c1ccc(-c3cccc(C)c3)cc1)[C@@H](CO)N2C(=O)C1CC1 | 1.2
O=C(C1CCOCC1)N1CC2(C1)[C@H](c1ccccc1)[C@@H](CO)N2Cc1ccc(Cl)cc1 | 0.4
CN(C)CC(=O)N1CC2(C1)[C@@H](c1ccccc1)[C@@H](CO)N2S(C)(=O)=O | -3.6
CCC(=O)N1[C@H](CO)[C@H](c2ccc(-c3cncnc3)cc2)[C@@H]1CN(C)C(C)=O | -2.6
CCOC(=O)C1CSCCS(=O)(=O)N1Cc1cccc(F)c1 (centres undefined) | 1.7
CCCC#C/C(CCC)=C1\c2ccccc2C(=O)N1c1ccccc1 | 0.1
C[C@H](CO)N1C[C@H](C)[C@@H](CN(C)CC2CC2)OCCCC[C@H](C)Oc2ccc(NC(=O)NC3CCCCC3)cc2C1=O | 1.6
CCCNC(=O)c1cc2c(c(-c3cccc(-c4ccncc4)c3)n1)[C@H](CCO)N(S(=O)(=O)CC)C2 | -0.4
CN1C(=O)c2cc(NC(=O)C3CC3)ccc2OC[C@@H]2O[C@H](CC(=O)O)CC[C@@H]21 | 0.8
CCCCNc1cccc2c1S(=O)(=O)N[C@H](CC(C)C)CO2 | 0.1
COc1cccc(CNC(=O)[C@H]2CCCN2C(=O)[C@H]2CCCN2C(=O)c2ccc(F)cc2F)c1 | 1.3
O=C1CN(S(=O)(=O)c2cccc(F)c2)C[C@H]2[C@@H](c3ccc(-c4ccccc4)cc3)[C@@H](CO)N12 | 0.2
C[C@@H]1CCCCO[C@@H](CN(C)Cc2ccc(C(=O)Nc3ccccc3N)cc2)[C@@H](C)CN([C@H](C)CO)C(=O)c2cc(NS(=O)(=O)c3cn(C)cn3)ccc2O1 | 0.1
CCC(=O)N1CC(=O)N2[C@H](CO)[C@@H](c3ccc(C#CCC(C)C)cc3)[C@@H]2C1 | -0.1
CC(C)NC(=O)N[C@H]1C[C@@H]2O[C@@H](CO)CC[C@@H]2O[C@@H]1CCc1ccc(-c2ccc(F)cc2)cc1 | -0.5
COc1cccc(NC(=O)N2CC(=O)N3[C@H](C2)[C@H](c2ccc(C#CC4CCCCC4)cc2)[C@@H]3CO)c1 | 0.0
COc1ccccc1NC(=O)N1C[C@@H]2N[C@H](C1)C2c1ccc(-c2cccc(C(=O)N(C)C)c2)cc1 (some centres undefined) | 1.0
Nc1[nH]c(C(=O)c2ccccc2)c(-c2ccc(F)cc2)c1C(=O)c1c[nH]c2ccccc12 | 0.5
CCc1c(-c2ccccc2)ncn1CCc1ccccc1OC | 1.7
O=C(C1CC1)N1CC(=O)N2[C@H](C1)[C@@H](c1ccc(C#Cc3cccc(F)c3)cc1)[C@@H]2CO | 2.1
O=C(C1CCC1)N1CC(=O)N2[C@@H](CO)[C@@H](c3ccc(C#CCc4ccccc4)cc3)[C@@H]2C1 | -1.4

Next part:
SMILES | TcdB inh
CO[C@@H]1CN(C)C(=O)c2ccc(NC(=O)CC(F)(F)F)cc2OC[C@H](C)NC[C@H]1C | -3.1
CCS(=O)(=O)N1CC(=O)N2[C@H](CO)[C@H](c3ccc(-c4ccc(F)cc4)cc3)[C@@H]2C1 | -1.0
O=C(Cc1ccccn1)N1CC(=O)N2[C@H](CO)[C@@H](c3ccc(C#CC4CCCC4)cc3)[C@H]2C1 | 0.4
OC[C@H]1[C@@H](c2ccccc2)C2(CN(CCC(F)(F)F)C2)N1Cc1cncnc1 | 0.0
CO[C@H]1CN(C)C(=O)c2cc(NC(=O)NC3CCCC3)ccc2OC[C@@H](C)N(CC2CC2)C[C@H]1C | -0.2
CC(C)(C)[S@](=O)N1Cc2cc(C(=O)O)nc(-c3cccc(-c4ccc(F)cc4)c3)c2[C@@H]1CCO | 0.5
COc1ccccc1-c1cccc2[nH]c3c(c12)CCN1C(=O)[C@H]2[C@H](C)ON(C)[C@H]2C[C@@H]31 | 2.8
CCC(c1nnnn1-c1c(C)cccc1C)N1CCN(c2ccccn2)CC1 (centres undefined) | 1.8
COc1ccc2c3c(n(C)c2c1)[C@@H](CO)N(C(C)=O)CC31CN(C(=O)Nc2ccc(F)cc2)C1 | 0.8
COC(=O)c1cc2c(c3c4cc(F)ccc4n(S(=O)(=O)c4ccccc4)c13)C(=O)N(Cc1ccc(N(C)C)cc1)C2 | 0.4
O=C(c1cccnc1)N1CC2(C1)[C@H](c1ccccc1)[C@H](CO)N2C(=O)CC1CC1 | 0.4
C[C@@H]1CN([C@H](C)CO)C(=O)c2c(c3ccccc3n2C)-c2ccccc2CO[C@H]1CN(C)C(=O)Nc1cccc(Cl)c1Cl | 0.5
COc1cccc(C#Cc2ccc([C@@H]3[C@@H](CO)N4C(=O)CN(C(=O)Cc5cccnc5)C[C@H]34)cc2)c1 | 0.4
CO[C@H]1CN(C)C(=O)c2ccc(NC(=O)Cc3ccccc3)cc2OC[C@H](C)NC[C@@H]1C | 1.1
COc1cc(CC(=O)Nc2c(-c3ccccc3)[nH][nH]c2=O)cc(OC)c1 | -12.9
COc1ccc([C@H]2CC(=O)C[C@@H](CCn3cc(C(C)C)nn3)O2)cc1 | -0.3
COc1ccc(NC(=O)C(c2ccc(C#N)cc2)n2c(=O)c(-c3cc4ccccc4[nH]3)nc3ccccc32)cc1 (centres undefined) | 0.9
NC(=O)c1ncn([C@@H]2O[C@H](C(=O)N3CCCN(Cc4ccccc4F)CC3)[C@@H](O)[C@H]2O)n1 | 0.7
COc1cccc(-c2ccc3c(c2)[C@H]2[C@H](CCN2C(=O)Cc2ccncc2)[C@H](CO)N3)c1 | -1.3
Cc1ccc(-c2ccc([C@H]3[C@@H](CO)N4C(=O)CN(C(=O)Nc5ccc(F)cc5)C[C@@H]34)cc2)cc1 | 1.9
CC1C=NC(S(=O)(=O)N2CC[C@@H]3[C@H]2c2cc(-c4ccccc4)ccc2N(C)[C@H]3CO)=N1 (some centres undefined) | 4.0
Cc1ccc(S(=O)(=O)N[C@@H]2C=C[C@H](CC(=O)NCc3ccc(Cl)c(Cl)c3)O[C@@H]2CO)cc1 | -0.2
N#Cc1ccc(-c2ccc3c(c2)[C@H]2[C@H](CCN2C(=O)C2CCCC2)[C@@H](CO)N3)cc1 | 1.5
COc1ccc2c3c([nH]c2c1)[C@@H](CO)N(C(=O)c1cccc(F)c1)CC31CN(C(C)=O)C1 | 1.1
CN(C)CC(=O)Nc1ccc2c(c1)[C@@H]1C[C@@H](CC(=O)NCC3CC3)O[C@@H](CO)[C@@H]1O2 | 0.2

Other entries
SMILES | TcdB inh
O=C(NC1CCCC1)N1CC2(C1)[C@@H](c1ccccc1)[C@@H](CO)N2CC1CC1 | 0.1
Cc1cc(N=O)no1 | 0.4
COc1ccc2c3c([nH]c2c1)[C@@H](CO)N(C(C)=O)CC31CN(S(=O)(=O)c2cccs2)C1 | -2.5
COCC(=O)N1[C@@H](C#N)[C@H](c2ccccc2-c2cccc(F)c2)[C@@H]1CO | 0.7
CC(C)NC(=O)N1CC2(C1)[C@@H](c1ccccc1)[C@@H](CO)N2C(=O)C1CCOCC1 | -0.2
COc1cc(OC)cc(-c2cc3nc4c(c(N5CCN(c6cnccn6)CC5)n3n2)CCCC4)c1 | -0.7
CCCCNC(=O)C(NC(=O)c1ccc2ccccc2c1)C(=O)c1ccccc1 (centres undefined) | 1.0
O=C(Cc1c(-c2ccccc2)nc2ccc(Br)cn12)N1CCCC1 | 0.5
O=C(c1ccc2c(c1)OCO2)N1CC(=O)N2[C@H](CO)[C@H](c3ccc(C#CC4CCCC4)cc3)[C@@H]2C1 | 0.7
Nc1ncnc2c1ncn2[C@@H]1O[C@H](C(=O)N[C@@H](CCc2ccccc2)C(=O)N2CCCN(Cc3cccs3)CC2)[C@@H](O)[C@H]1O | 0.9
O=S(=O)(c1ccc(C(F)(F)F)cc1)N1CCCc2nc(-c3ccccc3)ccc21 | 0.0
CCS(=O)(=O)NC[C@H]1[C@@H](c2ccccc2)[C@@H](CO)N1CC1CCCC1 | -0.5
CCCCCCCCN1C(=O)[C@@H](CC(=O)N2CCN(C(=O)c3ccco3)CC2)C[C@@]2(C(=O)OC)C1=C[C@H](C(C)(C)C)O[C@@H]2C | 0.6
CCCNC(=O)N1CC[C@H]2[C@@H]1c1cc(C#Cc3ccccc3)ccc1N(C)[C@H]2CO | 0.3
Cc1ccc(S(=O)(=O)Nc2ccc3c(c2)C(=O)N([C@@H](C)CO)C[C@H](C)[C@@H](CN(C)S(=O)(=O)c2ccc(F)cc2)O3)cc1 | 1.1
